Screening results from PubChem BioAssay.
Bim-Bcl-XL: human Bim-Bcl-XL interaction inhibition. inhibition, % at 10 µM. actives 0.04% (n = 190,000). Bim peptide-Bcl-XL binding, bead flow cytometry, fluorescence. Q07817
Target sequence (Q07817 whole entry, looked up): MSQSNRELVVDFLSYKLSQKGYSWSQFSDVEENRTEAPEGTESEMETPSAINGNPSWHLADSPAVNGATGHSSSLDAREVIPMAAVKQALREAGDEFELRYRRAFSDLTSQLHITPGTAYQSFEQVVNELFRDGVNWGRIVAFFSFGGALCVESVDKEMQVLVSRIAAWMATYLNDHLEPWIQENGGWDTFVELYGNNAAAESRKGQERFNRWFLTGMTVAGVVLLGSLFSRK
Bim-Bfl-1: inhibitors of Bim-Bfl-1 interaction, human | Q16548 | Bead-based flow cytometry, Bim-Bfl-1 binding inhibition | inhibition, % at 10 µM | actives 0.12% (n = 190,000);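 further: 0% = wells without compound plus tracer and 100% = blocker peptide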
Bim-Bcl-2: human Bim-Bcl-2 interaction inhibition; actives 0.06% (n = 190,000); inhibition, % at 10 µM; Bead-based flow cytometry, Bim peptide-Bcl-2 binding; in the data active means inhibition above about 40%; inconclusive means no clear call, values can overlap the other calls;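 further: 0% = no compound wells with probe peptide and 100% = reference peptide inhibitor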
Bim-Mcl-1: disrupts Bim peptide binding to human Mcl-1. Q07820. Bead-based flow cytometry, Bim peptide-Mcl-1 binding. inhibition, % at 10 µM. actives 0.1% (n = 190,000);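 further: 0% = no compound tracer wells and 100% = peptide blocker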
Mcl1 Bid PPI: disrupts binding of human Mcl-1 to Bid peptide; Q07820; actives 0.97% (n = 220,000); TR-FRET Mcl-1/Bid-Dy647 peptide binding, 1536-well; inhibition, % at 21.7 µM;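 active means compounds that cut the binding signal by more than half at the single screening dose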;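 further: His-tagged Mcl-1 with europium anti-His antibody binding Bid BH3 peptide; 0% = Mcl-1 plus peptide wells and 100% = peptide-only wells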
Mcl1-Noxa inh: Mcl-1/Noxa interaction inhibition. Q07820. TR-FRET Mcl-1/Noxa peptide binding, 2 h. inhibition, % at 21.7 µM. actives 1.5% (n = 220,000). AID 1022;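 active means compounds that cut the protein-peptide binding signal by more than 50% relative to plate controls in a single-dose test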;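 further: His-tagged Mcl-1 with rhodamine Noxa BH3 peptide and terbium anti-His antibody; 0% = Mcl-1 plus Noxa peptide wells and 100% = peptide-only wells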
RGS8-Gao: regulators of human RGS8-Galphao interaction. P09471. multiplexed bead flow cytometry, RGS8-Galphao binding; actives lie on both sides. response (percent of control binding), % at 10 µM. actives 0.34% (n = 220,000). AID 1423; in the data active means response below about 60% or above about 140%; inactive means in between;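 further: Galphao activated as the GDP aluminium fluoride complex binding bead-coupled RGS8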
Target sequence (P09471 whole entry, looked up): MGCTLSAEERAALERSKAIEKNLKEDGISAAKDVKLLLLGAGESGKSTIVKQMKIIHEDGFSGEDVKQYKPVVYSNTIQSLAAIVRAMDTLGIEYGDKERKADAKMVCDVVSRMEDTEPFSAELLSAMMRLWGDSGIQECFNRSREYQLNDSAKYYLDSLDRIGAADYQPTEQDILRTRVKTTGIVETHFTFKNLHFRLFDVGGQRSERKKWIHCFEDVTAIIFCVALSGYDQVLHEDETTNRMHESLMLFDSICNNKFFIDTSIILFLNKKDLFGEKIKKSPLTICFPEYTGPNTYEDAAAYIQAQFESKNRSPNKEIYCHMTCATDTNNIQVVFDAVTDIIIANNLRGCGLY
RGS7-Gao: regulators of human RGS7-Galphao interaction; P09471; Multiplexed bead flow cytometry, RGS7-Galphao binding; actives lie on both sides; binding response (% of control), % at 10 µM; actives 0.35% (n = 220,000); in the data active means binding response below about 49% or above about 150%; inconclusive means no clear call, values can overlap the other calls; inactive means in between;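 further: fluorescent Galphao held in activated GDP-AlF4 state binding bead-coupled RGS7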
Bcl-W Bim block: human Bim-Bcl-W interaction inhibition | actives 0.02% (n = 190,000) | bead-based flow cytometry, Bim peptide-Bcl-W binding | inhibition, % at 10 µM | Q92843;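 further: 0% = bound tracer without compound and 100% = peptide blocker; higher means less fluorescent Bim peptide bound to Bcl-W beads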
Target sequence (Q92843 whole entry, looked up): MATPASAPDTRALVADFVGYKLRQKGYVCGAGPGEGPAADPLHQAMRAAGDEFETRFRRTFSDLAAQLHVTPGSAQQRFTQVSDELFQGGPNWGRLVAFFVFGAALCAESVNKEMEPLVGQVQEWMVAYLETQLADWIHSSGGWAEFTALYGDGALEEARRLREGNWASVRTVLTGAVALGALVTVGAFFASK
RGS4-Gao reg: human RGS4-Galphao interaction regulation | P09471 | Multiplexed bead flow cytometry, RGS4-Galphao binding; actives lie on both sides | binding response (% of control), % at 10 µM | actives 0.33% (n = 220,000) | AID 1415; in the data active means binding response below about 49% or above about 150%; inactive means in between;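 further: fluorescent Galphao activated with aluminum fluoride binding bead-coupled RGS4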
Bcl-B Bim block: human Bim-Bcl-B interaction inhibition | AID 951 | Q9HD36 | bead-based flow cytometry, Bim peptide-Bcl-B binding | actives 0.073% (n = 190,000) | inhibition, % at 10 µM;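 further: 0% = tracer peptide without compound and 100% = reference inhibitor peptide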
Target sequence (Q9HD36 whole entry, looked up): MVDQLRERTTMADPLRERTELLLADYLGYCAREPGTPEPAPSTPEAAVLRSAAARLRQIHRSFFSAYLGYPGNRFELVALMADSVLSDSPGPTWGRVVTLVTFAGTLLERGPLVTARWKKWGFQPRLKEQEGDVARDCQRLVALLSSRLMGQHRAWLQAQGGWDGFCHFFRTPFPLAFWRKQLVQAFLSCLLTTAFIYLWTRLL
Active calls of the source: *; ? = inconclusive; / = not tested or not shown. Unless noted, no stated cut-off is given here; in the data, active means inhibition above about 40%.

SMILES	Bim-Bcl-XL	Bim-Bfl-1	Bim-Bcl-2	Bim-Mcl-1	Mcl1 Bid PPI	Mcl1-Noxa inh	RGS8-Gao	RGS7-Gao	Bcl-W Bim block	RGS4-Gao reg	Bcl-B Bim block
Cc1ccccc1-n1nnnc1SCc1ncc(-c2ccccc2)o1	-4	-2	-2	-2	-15	4	100	101	-3	98	-3
COc1ccc(-c2nc(NC(=O)c3ccc(OCC(=O)N4CCOCC4)c(OC)c3)sc2C)cc1	-7	-3	-5	0	-12	-40	98	103	-1	99	0
CCn1c(=O)n(CC(=O)N(C)Cc2ccccc2)c(=O)c2ccccc21	-6	-10	-6	0	9	14	108	102	0	105	-1
O=C(CSc1nc2ccccc2[nH]1)Nc1nc(-c2cccc(Br)c2)cs1	-7	-1	-3	-2	-75	-11	102	99	-2	97	-9
Cc1nnsc1C(=O)NNC(=O)c1cccc2ccccc12	/	/	/	/	-16	1	103	?	/	107	/
COc1cc(C(=O)N2CCN(c3ncnc4sc(C)c(C)c34)CC2)cc(OC)c1OC	-9	-14	-8	-2	-13	18	96	95	0	91	-10
O=C(CCN1C(=O)c2ccccc2C1=O)CN1CCOCC1	0	-7	-4	0	-28	21	99	99	-1	99	-3
Cc1cc(C)cc(NC(=S)NCCCO)c1	-8	-2	-2	-5	-16	8	101	100	-4	99	-7
O=[N+]([O-])c1ccc(Cl)cc1N1CCOCC1	0	4	-4	0	5	23	101	101	0	100	4
Cc1ccc(NC(=S)Nc2ccc(F)cc2)c(C)c1	-6	-5	-5	-3	-88	4	101	?	-7	102	-7
COc1cccc2cc(C(C)OC(=O)Nc3ccc(C)cc3)oc12 (centres undefined)	-2	-4	-2	0	-40	-2	102	104	-2	103	-4
O=C(CCCN1C(=O)c2ccccc2C1=O)Nc1ccc2c(c1)OCCO2	-1	-5	-2	5	-23	14	97	94	-3	94	-1
CC1(C)OC2C(CO)OC(n3cnc4c(=S)nc[nH]c43)C2O1 (centres undefined)	/	/	/	/	-28	11	101	?	/	102	/
Cc1ccc(-n2nc(C)c(NC(=O)CCl)c2C)cc1C	-3	0	2	1	-1	1	103	101	-1	102	0
Cc1ccc(NC(=O)CSc2nnc(-c3ccccn3)n2N)c(Br)c1	/	/	/	/	-24	10	101	?	/	99	/
CCCCN(CCCC)CC(O)CN(c1cc([N+](=O)[O-])ccc1OC)S(=O)(=O)c1ccccc1 (centres undefined)	-11	-4	-3	-7	-32	20	111	103	-6	97	-9
Cn1c(=O)[nH]c(=O)c2c1nc(N1CCOCC1)n2CCN1CCOCC1	0	-2	0	0	-33	4	108	101	-1	108	-1
c1ccc2c(c1)nc(NCCN1CCOCC1)c1nncn12	-3	-10	-8	-1	-5	16	101	103	0	100	-6
CC(=O)Nc1ccc(Nc2cc(N3CCOCC3)c3nonc3c2[N+](=O)[O-])cc1	-1	-5	-3	-3	-2	14	100	93	-2	96	0
O=C1Nc2ccccc2N(O)N1c1cc(-c2ccccc2)[nH]n1	-5	-9	-7	-1	-16	0	102	105	-4	105	-6
CC1=C(C)CC(C(=O)NNC(=O)c2ccccc2O)C(C(=O)O)C1 (centres undefined)	-6	-11	0	0	-69	12	97	97	0	96	-6
C/C=C/c1cc(CN2CCN(c3ccc(OC)cc3)CC2)c(O)c(OC)c1	-1	0	0	-2	-30	38	101	101	-1	103	-5
C=CCN(CC=C)C(=S)NC(=O)c1ccc([N+](=O)[O-])cc1	-6	-9	-8	-8	-43	23	82	99	-2	103	-1
O=C(/C=C/c1cccs1)NC1CCS(=O)(=O)C1 (centres undefined)	-2	-5	1	0	-32	-2	102	98	0	101	-3
COc1ccccc1CNC(=O)c1ccc(C)s1	-4	-5	-3	-4	1	14	101	96	-3	99	-6
Further entries.
SMILES	Bim-Bcl-XL	Bim-Bfl-1	Bim-Bcl-2	Bim-Mcl-1	Mcl1 Bid PPI	Mcl1-Noxa inh	RGS8-Gao	RGS7-Gao	Bcl-W Bim block	RGS4-Gao reg	Bcl-B Bim block
O=C1CC(c2ccc(Cl)c(Cl)c2)CC(O)=C1C=NCCN1CCNCC1 (centres undefined)	2	-1	1	-1	-1	6	102	103	2	103	-2
CC1CN(S(=O)(=O)Cc2ccccc2)CC(C)O1 (centres undefined)	-1	-10	-5	2	-3	-4	102	104	4	102	-3
COC(=O)C1C(O)=C(C(C)=Nc2cccc3ccccc23)C(=O)CC1(C)C (centres undefined)	/	/	/	/	-34	15	104	?	/	109	/
O=S(=O)(c1ccc(F)cc1)n1ccc(-c2cccc(OCc3ccc(Cl)cc3Cl)c2)n1	1	-3	0	-2	-3	6	100	97	-2	100	-1
O=C(Nc1cccc(S(=O)(=O)N2CCCC2)c1)c1ccc2ccccc2n1	1	-4	-2	1	-18	-2	101	?	2	99	-2
CO/N=C(\Cn1ncc(NC2CCCCC2)c(Br)c1=O)c1ccc(Cl)cc1	2	-9	-11	2	12	-4	102	100	1	99	-7
COc1cccc(C(=O)C2CCCN(C(=O)CCC3=NNC(=O)CC3)C2)c1 (centres undefined)	-4	-7	-2	-5	-30	4	100	102	-2	103	-5
N#CC1=C(N)NC(SCc2ccc(F)cc2)=C(C#N)C12CCCCC2	0	-8	-10	0	-15	10	102	101	1	105	-7
Cc1ccc(-c2nc3ccsc3c(=O)o2)cc1	-5	-16	-5	-3	-8	8	99	97	-1	99	-6
CCC(C)C(NC(N)=O)C(=O)Nc1ccc(C(=O)OC)cc1 (centres undefined)	1	-6	-5	0	-27	2	98	?	-1	96	0
O=C(Nc1ccccc1Cl)c1ccc2c(c1)N(Cc1ccc(F)cc1)C(=O)CS2=O (centres undefined)	-4	-2	-2	-4	-8	1	96	91	-4	90	-5
COC(=O)Nc1nc2c(s1)CCCC2	0	-7	-5	1	-3	14	102	102	0	103	-3
CCC(O)(c1ccc(OC)cc1)C(CN1CCOCC1)c1ccccc1 (centres undefined)	-5	-7	-4	-2	-19	19	97	?	-5	98	-6
CSc1nc(Oc2ccc(=O)n(C)n2)nc(N(C)C)n1	-1	0	-1	-3	-35	-5	100	104	0	103	-2
COc1cc(/C=N/NC(=O)c2ccccc2)ccc1O	0	-3	-3	0	-32	15	99	?	0	99	-1
O=C(CN1C(=O)c2ccccc2S1(=O)=O)NCCSCc1ccco1	-1	-1	0	0	-41	8	103	96	-1	100	-1
O=C(CCS(=O)(=O)c1cccc2nonc12)NCCc1ccccc1	-2	-8	-6	-1	-6	18	97	103	-1	100	-8
CCc1cc(C(=O)N2CCCC(CNS(=O)(=O)c3cccs3)C2)n(C)n1 (centres undefined)	-3	-3	0	1	-18	4	112	104	0	108	-2
Cc1nc2cc(Cl)c([N+](=O)[O-])cc2s1	0	-6	1	0	-6	2	106	101	-2	103	1
Cc1ccc(-c2nnn(CC(=O)Nc3nnc(C(C)C)s3)n2)cc1	0	-4	-1	-2	8	-4	104	104	1	105	-1
CC(C)(C)C1CCC2(CC1)C(Nc1cccc(C(F)(F)F)c1)=NC(=S)N2CC#N (centres undefined)	-5	1	-3	-2	10	16	104	101	-5	103	-6
OC1(c2ccc(F)cc2)CSC(=Nc2cccnc2)N1Cc1ccco1 (centres undefined)	0	-1	0	1	-36	-1	98	100	1	101	-1
CC(C(=O)Nc1ccc2c(c1)OCCO2)N(c1ccccc1)S(C)(=O)=O (centres undefined)	/	/	/	/	-6	4	101	?	/	104	/
CN1CCN(CCCNC(=O)c2cc3c(-c4ccc(Cl)cc4)nn(C)c3s2)CC1	-3	-8	-4	-1	-5	21	104	104	1	104	-5
COc1ccc(OCCCC(=O)NCC(C)C)cc1	0	-9	-8	-7	9	1	96	93	5	99	-10

6 entries out of the list above, arranged by their value in RGS8-Gao, largest number first:
SMILES	Bim-Bcl-XL	Bim-Bfl-1	Bim-Bcl-2	Bim-Mcl-1	Mcl1 Bid PPI	Mcl1-Noxa inh	RGS8-Gao	RGS7-Gao	Bcl-W Bim block	RGS4-Gao reg	Bcl-B Bim block
COC(=O)Nc1nc2c(s1)CCCC2	0	-7	-5	1	-3	14	102	102	0	103	-3
O=C(Nc1cccc(S(=O)(=O)N2CCCC2)c1)c1ccc2ccccc2n1	1	-4	-2	1	-18	-2	101	?	2	99	-2
COc1cccc(C(=O)C2CCCN(C(=O)CCC3=NNC(=O)CC3)C2)c1 (centres undefined)	-4	-7	-2	-5	-30	4	100	102	-2	103	-5
OC1(c2ccc(F)cc2)CSC(=Nc2cccnc2)N1Cc1ccco1 (centres undefined)	0	-1	0	1	-36	-1	98	100	1	101	-1
CCC(O)(c1ccc(OC)cc1)C(CN1CCOCC1)c1ccccc1 (centres undefined)	-5	-7	-4	-2	-19	19	97	?	-5	98	-6
COc1ccc(OCCCC(=O)NCC(C)C)cc1	0	-9	-8	-7	9	1	96	93	5	99	-10

Additional entries
SMILES	Bim-Bcl-XL	Bim-Bfl-1	Bim-Bcl-2	Bim-Mcl-1	Mcl1 Bid PPI	Mcl1-Noxa inh	RGS8-Gao	RGS7-Gao	Bcl-W Bim block	RGS4-Gao reg	Bcl-B Bim block
COc1cc(C(=S)N2CCCC2)cc(OC)c1OC	-4	-1	-1	-3	-18	17	99	95	-3	99	-13
Cc1ccc(NC(=O)CCC(=O)NCCO)cc1	4	1	6	4	-24	-8	100	93	3	91	2
Cc1ncc(CO)c(/C=N/NC(=O)c2ccccc2Br)c1O	-4	-1	0	-6	-42	-7	86	86	-2	85	-4
CCOC(=O)c1c(-c2ccccc2)csc1NC(=O)CSc1ccccc1	-2	-1	-1	-3	-13	6	99	98	-4	98	-6
CCN(CC)Cc1ccc(OC)c(Cl)c1	/	/	/	/	13	3	103	?	/	99	/
COc1ccc(C(=O)Nc2ccccc2C(=O)N/N=C/c2cccc3ccccc23)cc1	-1	-3	-4	0	22	9	107	99	-1	102	-1
Cc1ccc(C2NC(c3ccc(C)cc3)C([N+](=O)[O-])C(C)(C)C2[N+](=O)[O-])cc1 (centres undefined)	-3	-9	-6	-2	-37	-9	101	97	-5	100	-9
Cc1cc(OCCN2CCCCCC2)ccc1[N+](=O)[O-]	-8	-8	-7	-3	36	39	102	102	0	105	-7
COC(=O)c1ccc(NC(=O)CSc2nc(=O)cc(N)n2-c2ccccc2)cc1	1	-2	0	5	-16	-9	99	99	1	101	-1
O=C(COC(=O)CCNS(=O)(=O)c1ccc(Cl)cc1)NCc1ccco1	0	-1	0	3	-53	1	97	100	1	99	1
CCCCCCCCCC[n+]1cccc2c3ccccc3ccc21	-3	-4	0	-2	21	42	106	108	-2	109	-11
O=C(Nc1ccc2c(c1)CCC2)c1cccs1	-1	-3	0	1	-5	14	105	102	0	102	0
CCN(CC)S(=O)(=O)c1ccc2oc(SCC3CN=C(c4ccc(OC)cc4)S3)nc2c1 (centres undefined)	0	-6	-3	0	-3	6	100	99	7	102	-6
CCn1cnc2sc(C(=O)O)c(C)c2c1=O	-4	-12	-7	-1	18	30	97	100	-1	102	-9
CC(NC(=O)CN1CCN(Cc2ccc(Cl)cc2)C1=O)c1ccc2c(c1)OCCO2 (centres undefined)	-1	0	0	-3	-2	-1	92	95	-3	101	-3
Cc1c(N=Nc2c(-c3ccc([N+](=O)[O-])cc3)[nH]n(C(N)=S)c2=O)cccc1[N+](=O)[O-]	-1	-1	0	0	98*	116*	102	99	-1	101	-1
Cc1cc(O)c(C(C)C)cc1NC(=O)c1ccc(Cl)cc1	-1	-1	-3	-7	-2	2	98	98	-1	99	-6
O=C(NCCc1ccccc1)c1cnn2c(C(F)F)cc(C3CC3)nc12	-18	-7	-7	-6	0	4	85	90	-3	75	-5
